Source: PubChem (several laboratories)
SUMO Mot1 rescue: inhibitors of SUMOylation pathway: yeast Mot1-301 growth rescue. AID 2716. 1% of 320,000 active. growth rescue, % at 18.8 µM. S. cerevisiae Mot1-301 growth rescue, ATP luminescence, 38.5C; percent above DMSO median, 100 means doubled;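 active = every valid replicate shows activation above 250% relative to neutral control wells; inactive = the rest, any valid replicate at or below 250%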;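 also: OY570 slx delta 5 strain wells were the positive control but not used for scaling; some compounds called inactive have numbers as strong as hits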
E coli growth: reduces bacterial viability in AddAB counter-screen. E. coli V3065 growth, OD600 absorbance, 18 h. inhibition, % at 11.9 µM. 0.27% of 330,000 active;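 active = inhibition above the campaign's mean inhibition across all tested compounds plus 3 SD, cut at about 9.9% in these data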;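 also: uninfected addAB+ strain grown without phage in ampicillin broth; 0% = DMSO wells and 100% = ciprofloxacin 0.95 µg/ml wells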
PfHsp90 yeast 2: reduces growth (ATP signal) of yeast expressing P. falciparum Hsp90. S. cerevisiae expressing PfHsp90, BacTiter-Glo ATP, 48 h; yeast lacking PDR1 and PDR3 efflux regulators. inhibition, % at 9.4 µM. 0.32% of 310,000 active. AID 504621;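 active = every replicate shows inhibition above about 80%, whatever the replicate mean, limit read from the data; inconclusive = mean inhibition reaches the set limit but some replicate falls short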;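 also: 0% = DMSO neutral controls and 100% = 20 µM radicicol positive controls; yeast relying on Plasmodium falciparum Hsp90 in place of its own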
AddAB inh: less growth of phage-infected E. coli with AddAB; E. coli expressing H. pylori AddAB, absorbance growth; inhibition, % at 11.9 µM; 0.29% of 330,000 active; AID 435030; in the data active = inhibition above about 12%;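 also: 0% = vehicle wells of infected cells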
Arr AP2 block: inhibitors of human beta-arrestin and AP2 interaction | inhibition, % at 10 µM | FITC-arrestin peptide / GST-AP2 beads, flow cytometry; AP2 beta2 appendage carries R879A mutation | 0.31% of 340,000 active;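 active = inhibition above a set limit, near 3 SD of compounds lacking own fluorescence, cut at about 54% in these data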;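 also: plate controls were DMSO wells for no effect and 5 µM unlabelled arrestin peptide for full effect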
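System: GST-tagged AP2 beta2-adaptin appendage (R879A) on 4 µm glutathione beads / Reagent: FITC-arrestin peptide, 50 nM / Detection: HyperCyt-sampled flow cytometry, FL1 channel, ex 488/em 535 nm / Timing: 12 min plus 1 h, RT / Buffer or medium: PBS plus Tween 20 (0.05%) and BSA (0.1%)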
OPRM1-OPRD1 inv: inverse agonists of human mu-delta opioid receptor heterodimerization; P35372+P41143; cell-based MOR-DOR heterodimer luminescence, inverse agonism; inhibition, % at 9.3 µM; 0.21% of 340,000 active; AID 504357; in the data active = inhibition above about 22%, passing the limit was not always enough;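 also: 0% = cells with DMSO and 100% = wells without cells with DMSO; values of inactives mirror those of a sister screen read the other way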
Target sequence (P35372 whole entry, looked up): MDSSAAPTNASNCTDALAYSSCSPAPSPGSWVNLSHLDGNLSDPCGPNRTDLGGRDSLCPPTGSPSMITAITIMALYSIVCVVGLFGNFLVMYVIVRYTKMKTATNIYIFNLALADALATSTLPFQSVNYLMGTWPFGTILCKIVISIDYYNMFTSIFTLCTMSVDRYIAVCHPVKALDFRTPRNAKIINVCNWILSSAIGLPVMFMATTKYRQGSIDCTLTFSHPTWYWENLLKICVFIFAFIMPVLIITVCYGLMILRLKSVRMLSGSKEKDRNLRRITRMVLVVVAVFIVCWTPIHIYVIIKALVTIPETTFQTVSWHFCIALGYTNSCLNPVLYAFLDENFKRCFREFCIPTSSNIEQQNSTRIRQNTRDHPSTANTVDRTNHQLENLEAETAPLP
Target sequence (P41143 whole entry, looked up): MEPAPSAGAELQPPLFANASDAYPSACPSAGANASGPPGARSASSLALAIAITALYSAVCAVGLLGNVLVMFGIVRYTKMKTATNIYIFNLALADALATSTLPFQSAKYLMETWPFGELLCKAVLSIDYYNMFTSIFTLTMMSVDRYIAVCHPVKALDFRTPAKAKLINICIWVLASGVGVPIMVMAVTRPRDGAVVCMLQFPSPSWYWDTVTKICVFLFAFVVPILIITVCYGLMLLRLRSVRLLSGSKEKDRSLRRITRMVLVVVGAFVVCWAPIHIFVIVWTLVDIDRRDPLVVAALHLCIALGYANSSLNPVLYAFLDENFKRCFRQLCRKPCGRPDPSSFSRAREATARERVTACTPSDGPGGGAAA
DSG3 Ab inh: blocks pemphigus antibody binding to human desmoglein-3 | DSG3-coupled beads, scFv-anti-DSG3-GFP binding, flow cytometry; hits give low values | binding (percent of control), % at 10 µM | 0.48% of 310,000 active | AID 588358;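 active = binding more than 3 SD below its plate's average and above zero; inconclusive = below that plate limit but binding exactly zero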;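 also: hits lower antibody fragment binding to DSG3; some compounds called inactive have numbers as strong as hits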
phage Ecoli inh: E. coli growth loss with phage present; growth absorbance; inhibition, % at 11.9 µM; 0.26% of 360,000 active; AID 651602; in the data active = inhibition above about 11%
PKA-R1A activ: PKA-R1A complex activation | P00514+P68181 | PKA-R1A dissociation, Cy5-IP20 fluorescence polarization; scaled: DMSO 0%, 113 µM cGMP 100% | activation, % at 11.4 µM | 0.083% of 340,000 active | AID 504707;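 active = percent activation above the mean of all tested compounds plus 3 SD, cut at about 19% in these data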;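 also: higher means more PKAc released from R1A so a rise in polarization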
OPRM1-OPRD1 ag: agonists of human mu-delta opioid receptor heterodimerization. P35372+P41143. cells, OPRM1-OPRD1 heterodimerization, luminescence. 0.3% of 340,000 active. activation, % at 9.3 µM; in the data active = activation above about 18%;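 also: 0% = vehicle-treated cells and 100% = reference agonist; values of inactives mirror those of a sister screen read the other way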
Tat transport: inhibitors of E. coli Tat protein transport; E. coli MC4100 TorA-mCherry Tat export, fluorescence; inhibition, % at 10 µM; 0.036% of 340,000 active;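 active = mean replicate inhibition at least 50% and at least half of replicates individually reaching 50%; inconclusive = only one of the two criteria met; inactive = neither criterion met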;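 also: exported cargo escapes ClpAP degradation while cytoplasmic cargo is degraded and loses fluorescence; 0% = median of neutral control wells and 100% = median of NaSCN control wells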
Active calls of the source: *; ? = inconclusive; . = no result given.

SMILES | SUMO Mot1 rescue | E coli growth | PfHsp90 yeast 2 | AddAB inh | Arr AP2 block | OPRM1-OPRD1 inv | DSG3 Ab inh | phage Ecoli inh | PKA-R1A activ | OPRM1-OPRD1 ag | Tat transport
COc1ccccc1NC(=O)CC(c1ccc(F)cc1)c1ccco1 (centres undefined) | -26 | 1.1 | -17 | 3.4 | -3 | -5 | . | 2.5 | 4 | 1.0 | 4
COC(=O)c1nccnc1N | . | . | 3 | . | 0 | 19 | 101 | 3.3 | 7 | -4.4 | -3
CCn1c(SCC(=O)N2CCCC(C)C2)nnc1-c1ccco1 (centres undefined) | 4 | -2.1 | -10 | 6.9 | 17 | 12 | 96 | 1.2 | 4 | -1.9 | 9
Cn1c(NCC(O)CO)nc2c1c(=O)n(Cc1ccc(Cl)c(Cl)c1)c(=O)n2C (centres undefined) | -6 | 0.2 | 12 | 0.6 | 7 | 12 | 107 | 2.5 | 5 | -2.8 | 5
O=C(N/N=C\c1c(O)ccc2ccccc12)c1cncc(Br)c1 | -8 | 7.0 | 107* | 8.1 | 9 | -17 | 102 | 7.0 | -1 | 3.5 | -9
O=C(CN1CCCN(Cc2ccc(F)cc2Cl)C1=O)NC1CCCC1 | 29 | 2.6 | -4 | 2.8 | -6 | 16 | 94 | -2.2 | -4 | -3.1 | 0
CCOc1nc(-c2ccccc2)c2cc(Br)ccc2n1 | -16 | -2.2 | 8 | -0.9 | -5 | -14 | 98 | 1.4 | 5 | 2.6 | -9
COCCn1c(SCC(=O)Nc2ccccc2C)nc2c(oc3ccccc32)c1=O | 6 | 1.5 | -3 | 1.2 | 1 | 6 | 96 | 3.5 | 3 | -1.2 | 12
O=C(CNCC(=O)Nc1ccc(F)c(F)c1F)Nc1ccc(F)c(F)c1F | -14 | 0.0 | 0 | -0.6 | 2 | 6 | 101 | 2.3 | 6 | -1.2 | -2
CCOCCn1c(CC)nc2ccccc21 | -2 | 0.7 | -9 | 0.1 | 34 | 11 | . | -0.6 | -12 | -2.4 | 2
Cc1cccc2cc(C#N)c(SCC(=O)NNC(=O)Cc3ccccc3)nc12 | -13 | -0.5 | -19 | -0.3 | 13 | 5 | 99 | 1.6 | -14 | -0.9 | 0
O=C(Cc1cccc2ccccc12)NCCOc1ccccc1F | -4 | -0.5 | -46 | -1.4 | 8 | 12 | 94 | 3.5 | -7 | -2.5 | -13
Cn1cc(C(=O)C(=O)NC2CC2)c2ccccc21 | . | . | 16 | . | -3 | 9 | 106 | 1.3 | -6 | -1.7 | -7
Cc1ccc(CNC(=O)C2CCN(S(=O)(=O)c3cccc4nonc34)CC2)cc1 | 126 | -2.3 | -34 | -0.8 | -1 | -17 | . | 1.2 | 0 | 2.7 | -8
CC(C)CC(=O)CN1C(=O)C2(OCCO2)c2ccccc21 | -13 | -0.1 | 31 | 0.7 | -3 | -3 | 107 | 3.0 | 3 | 0.5 | -4
CNC(=O)c1[nH]cnc1C(=O)N[C@@H](Cc1ccccc1)C(=O)OC(C)(C)C | -5 | -2.7 | -5 | 1.6 | -9 | 18 | 98 | 0.6 | 3 | -3.2 | 6
O=C(CN1C(=O)NC2(CCCCCC2)C1=O)NCc1ccccc1 | 15 | -0.5 | 2 | 0.3 | 6 | 8 | 107 | 1.7 | 1 | -1.9 | -8
CCn1ncc(/C=N/O)c1C | 1 | 2.8 | -32 | 4.9 | -9 | 11 | 100 | 0.9 | -1 | -2.5 | 3
CC(Sc1nnc(-c2ccc(O)cc2)o1)C(=O)Nc1cccc2ccccc12 (centres undefined) | 3 | -2.7 | . | 1.1 | 9 | -2 | 100 | -9.2 | -4 | 0.4 | 0
OCCCN1CCN(CCOc2ccccc2-c2ccccc2)CC1 | 25 | -2.5 | -11 | 1.1 | 3 | 4 | 96 | 1.5 | -2 | -0.8 | 3
CCOC(=O)N1CCN(Cc2nc3cc(NC(C)=O)ccc3n2CC)CC1 | -8 | -0.6 | -3 | -1.2 | -12 | 17 | 90 | -0.2 | 10 | -3.4 | 3
Cn1c(-c2ccccc2)cnc1N | 6 | -1.9 | 13 | 0.2 | 4 | 4 | 114 | 3.6 | -6 | -0.7 | ?
O=C1c2ccccc2C(=O)N1CCCCc1cn(C[C@H]2CC[C@@H]([C@@H]3CC[C@H](Cn4cc(CCCCN5C(=O)c6ccccc6C5=O)nn4)O3)O2)nn1 | -7 | -0.7 | . | 1.9 | -6 | 4 | 101 | -1.0 | 4 | -0.7 | 0
COc1ccc(N(C(=O)c2ccco2)S(=O)(=O)c2cccc([N+](=O)[O-])c2)cc1 | 36 | 0.7 | 0 | -2.1 | 4 | -2 | 97 | 2.3 | -2 | 0.3 | 2
Cn1cc(CN2CCC(C(=O)N3CCCC3)CC2)c(-c2ccccc2F)n1 | -7 | -4.2 | . | -0.4 | -4 | 0 | 125 | 2.6 | -10 | 0.0 | -9
Cc1cc(C)n2[nH]c(=O)c(N=Nc3cccc(C(F)(F)F)c3)c2n1 | 179 | -1.5 | -9 | -1.4 | -49 | 7 | 96 | -0.4 | -2 | -1.4 | 5
CC1=C(n2nnc3ccccc32)C(c2ccccc2)C(C#N)=C(N)O1 (centres undefined) | 3 | -1.2 | 10 | -1.1 | 1 | 3 | 116 | -0.5 | -1 | -0.6 | -7
C/C(NC1CCCC1)=C(/C#N)C(N)=O | -8 | 3.2 | 4 | 4.7 | 3 | 10 | 100 | 1.3 | 3 | -1.9 | 6
CCCCCCn1cc(C(=O)O)c(=O)c2cc(F)c(N3CCN(C(=O)OCC)CC3)cc21 | 143 | 4.2 | -14 | 2.3 | -15 | 8 | 96 | 1.5 | -14 | -1.6 | -3
CCn1c2ccccc2c2cc(/C=N/NC(=O)c3ccncc3)ccc21 | 43 | 0.8 | -9 | 1.9 | 6 | -19 | 107 | 2.7 | -8 | 3.6 | 2
CCN(CC)CCCC(C)Nc1nccc2c(Cl)cccc12 (centres undefined) | . | . | 9 | . | -8 | 8 | 105 | 1.5 | -7 | -1.5 | 6
O=c1ccc2cc([N+](=O)[O-])c(CCO)cc2o1 | 39 | -0.3 | 4 | 1.4 | 1 | 4 | 104 | 2.8 | -2 | -0.8 | -4
CCN1CCN(c2nc(Nc3cc(OC)ccc3OC)nc(Nc3cc(OC)ccc3OC)n2)CC1 | 8 | -2.2 | 8 | -2.8 | 1 | 19 | 109 | 99* | 0 | -3.7 | 0
COc1ccccc1NC(=O)N(CCN(C)C)Cc1cc2cc(C)ccc2[nH]c1=O | -8 | 0.8 | 10 | -0.2 | 5 | 8 | 106 | 3.1 | 6 | -1.4 | 0
COc1cccc2cc(C(=O)OCC(=O)NC3CCCC(C)C3C)c(=O)oc12 (centres undefined) | . | -0.2 | . | 0.4 | -2 | 5 | 87 | 1.8 | -6 | -0.9 | 3
CCC(C)(C(=O)Nc1ccccc1C)N(C(=O)CNC(C)=O)c1ccc(C)cc1 (centres undefined) | 18 | -0.6 | 8 | 1.6 | 1 | 18 | . | 2.7 | -4 | -3.4 | -6
CCOC(=O)N1CCN(C(c2ccc(F)cc2)c2sc3nc(C)nn3c2O)CC1 (centres undefined) | 3 | 4.8 | -10 | -1.4 | 4 | 6 | 109 | 2.4 | -5 | -1.1 | 4
CC1CC(C)CN(CC(=O)NC(c2ccccc2)c2ccccc2)C1 (centres undefined) | -1 | 0.6 | 18 | 3.2 | 2 | -40 | 106 | 0.9 | -15 | 8.6 | -1
CCCCCCn1c(CN2CCN(Cc3ccccc3)CC2)nc2c1c(=O)n(C)c(=O)n2C | 6 | 0.8 | . | 6.1 | 0 | -23 | 107 | 0.5 | -6 | 5.1 | -4
Cc1nn(Cc2n[nH]c(=S)n2Cc2ccccc2)c(C)c1Cl | -2 | 1.3 | -1 | 1.7 | 11 | -6 | 102 | 1.0 | 2 | 1.0 | -2
COc1ccccc1C(=O)NCC(=O)OCC(=O)Nc1cccc(S(=O)(=O)N2CCCCCC2)c1 | 13 | -1.2 | -36 | 0.0 | 37 | 4 | 96 | 3.5 | -9 | -0.8 | 4
COc1ccccc1CNC(=O)c1ccc(Cl)c(S(=O)(=O)N2CCCC2)c1 | -9 | 2.9 | -11 | 2.2 | -9 | 6 | . | 0.5 | -13 | -1.6 | 17
COCCNC(=O)CC(=O)N/N=C/c1ccc(C(=O)OC)cc1 | -13 | 0.6 | 20 | -0.2 | 4 | -7 | 97 | 3.2 | 10 | 1.4 | -2
CC(=O)c1cccc(NC(=O)[C@@H](NC(N)=O)C(C)C)c1 | 49 | 3.1 | 9 | 3.5 | 16 | 11 | 102 | 4.9 | -3 | -2.2 | -1
CCOc1ccccc1NC(=O)COC(=O)c1c[nH]c2ccccc12 | . | . | -9 | . | 33 | 1 | 91 | 1.8 | -6 | -0.2 | -1
CC(C)(C)S(=O)N1Cc2cc(CO)cc(CCO)c2[C@H]1CCO (some centres undefined) | . | . | 6 | . | 1 | 10 | 95 | 3.4 | -1 | -2.1 | -3
COc1ccc([N+](=O)[O-])cc1NS(=O)(=O)c1cccc(C(=O)O)c1 | . | -1.4 | 13 | 0.6 | 9 | 16 | 87 | 1.1 | 4 | -3.1 | -7
COc1ccc(/C=C(\C#N)C(=O)Nc2ccccn2)cc1 | -13 | -0.2 | -10 | 1.6 | 6 | 6 | 98 | 2.6 | 2 | -1.3 | -3
COc1ccc2cc(C(=O)C3CCCN(C(=O)c4cnn(C(C)C)c4)C3)ccc2c1 (centres undefined) | 11 | 0.2 | -14 | 5.9 | 2 | 13 | 102 | 0.7 | 0 | -2.5 | -7
CCOC(=O)c1c(C=O)c2sc(C)cc2n1C | -11 | -0.7 | -5 | -0.7 | 27 | 4 | 90 | 2.2 | -7 | -0.8 | 3
COc1cc(OC)c2cc(C(=O)N/N=C/c3cccc(OC)c3O)[nH]c2c1 | -3 | 3.2 | 8 | 4.2 | -6 | -4 | 80 | 4.8 | -8 | 0.8 | 19
O=C1OCCN1C(=O)[C@H]1[C@H](c2ccc(Cl)cc2)C(c2ccccc2)=NN1c1ccccc1 | . | 0.4 | -21 | 1.1 | 0 | -16 | 105 | 0.3 | -11 | 3.3 | ?
